# VP16 counter = Gal4-VP16 reporter inhibition counter-screen; Drosophila S2 Gal4-VP16 UAS-luciferase, luminescence, 20 h; Potency, µM (highest dose often 53.6 µM), inactives show top-dose activity, negative = inhibition, actives largely listed as inhibitors; 310,000 tested, 3.5% active;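 also: Gal4-VP16 expression switched on by copper sulfate through the metallothionein promoter; potency is read from the fitted curve at half-maximal effect; % is scaled to controls: 0 for no effect and ±100 for the full control effect; nearly all actives have a fitted effect of over 50% in size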
# PKM2 activator = activators of human pyruvate kinase M2; purified PKM2, Kinase-Glo ATP luminescence, activation; response scale: 0% is enzyme alone, no compound; Potency, µM (doses to about 57.5 µM), inactives show top-dose activation, most hits filed as activators; 260,000 tested, 0.34% active; also: potency is read from the fitted curve at half-maximal effect; % is scaled to controls: 0 for no effect and ±100 for the full control effect; nearly all actives have a fitted effect of over 55% in size
#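 Kinase-Glo luminescence reports ATP generated from ADP (0.1 mM) and PEP (0.5 mM) by purified hPK-M2 after 1 h at room temperature, pH 7.2 imidazole buffer; intermediate enzyme activity allows detecting inhibitors and activators.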
# BRCA1 expr up = activators of BRCA1 expression | MCF7-BRCA1-FFLuc reporter, luminescence, 48 h; response scale: scaled: vehicle 0%, 10 µM genistein 100% | Potency, µM (top dose mostly 46.1 µM), without a hit: at the highest dose activation, usual class: activators | 380,000 tested, 1.1% active | AID 624202; also: potency is read from the fitted curve at half-maximal effect; nearly all actives have a fitted effect of over 80% in size; some results filed as inactive show a strong effect at the top dose
#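 First, MCF7-BRCA1-FFLuc cells (2000/well) attach for 2 h; next, compounds are pin-added and incubated 48 h at 37 °C; finally, luciferase reagent is added and luminescence read after 15 min.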
# RORgamma inh = ROR gamma (mouse) transcription inhibition. P51450. Drosophila S2 Gal4-RORgamma UAS-luciferase reporter, 20 h. Potency, µM (top dose mostly 53.6 µM), for the others: at the highest dose activity change, negative = inhibition, usual class: inhibitors. 310,000 tested, 5.4% active; also: potency is read from the fitted curve at half-maximal effect; % is scaled to controls: 0 for no effect and ±100 for the full control effect; nearly all actives have a fitted effect of over 60% in size
#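 A Gal4/UAS one-hybrid system in insect cells: metallothionein-promoter Gal4–ROR gamma fusion plus Photinus luciferase reporter. Copper sulfate 700 uM final, 20 hr ambient incubation, luminescent detection after 10 min with reagent.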
# Menin-MLL TR inh = menin-MLL binding inhibition, Texas Red mutant peptide; O00255; Menin + Texas Red MLL mutant peptide, fluorescence polarization; Potency, µM (series often up to 61.6 µM), for inactives: at the top dose FP activity change, negative = inhibition, actives largely listed as inhibitors; 270,000 tested, 0.23% active; active = well fitted inhibition curve with a large enough effect in the polarisation, with a control signal flat, not every such curve was filed as active; inconclusive = small, poorly fitted or top-dose-only effect, or effect the other way, or a change in a side signal; inactive = no such curve, though single readings can be large or run the other way; the % refers to the polarisation; also: potency is read from the fitted curve at half-maximal effect; % of control where 0% means no effect; many of its hits are not listed in these tables
# Target sequence (O00255 whole entry, looked up): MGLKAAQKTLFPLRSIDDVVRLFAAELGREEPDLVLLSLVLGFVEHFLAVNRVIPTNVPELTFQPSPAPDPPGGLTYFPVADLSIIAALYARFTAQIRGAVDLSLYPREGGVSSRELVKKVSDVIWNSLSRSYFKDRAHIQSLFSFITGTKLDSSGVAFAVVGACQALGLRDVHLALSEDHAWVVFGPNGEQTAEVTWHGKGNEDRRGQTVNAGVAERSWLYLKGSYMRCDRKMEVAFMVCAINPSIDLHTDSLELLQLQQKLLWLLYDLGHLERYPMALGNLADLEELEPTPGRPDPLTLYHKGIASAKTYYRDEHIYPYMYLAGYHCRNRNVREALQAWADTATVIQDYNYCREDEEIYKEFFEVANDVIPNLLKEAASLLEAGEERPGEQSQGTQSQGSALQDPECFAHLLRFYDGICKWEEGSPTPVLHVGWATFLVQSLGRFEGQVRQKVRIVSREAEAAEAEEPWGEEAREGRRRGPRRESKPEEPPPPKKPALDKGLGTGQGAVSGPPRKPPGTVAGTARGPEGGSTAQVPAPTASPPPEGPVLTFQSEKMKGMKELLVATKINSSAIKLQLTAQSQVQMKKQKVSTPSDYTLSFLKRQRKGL
# p53 reactivation = restores transcriptional activity of mutant p53 | H1299 p53-A138V BP100-luciferase reporter, luminescence, 24 h | Potency, µM (titrated, usually from 92.2 µM), inactives show at the top dose activity change, positive = activation, usual class: activators | 320,000 tested, 0.063% active | AID 504706; also: potency is read from the fitted curve at half-maximal effect; % of control where 0% means no effect; nearly all actives have a fitted effect of over 45% in size
#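 H1299 (p53-null), stable ts p53-A138V + BP100-Luc; 1000 cells/well, Opti-MEM/10% FBS; cpd 4 pt, 1:5; 24 h, 37 deg C, 5% CO2; detection reagent 10 min RT; luminescence.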
# Rab9 prom act = activators of Rab9 promoter. Huh7 Rab9 promoter-luciferase reporter, luminescence, 24 h. Potency, µM (series often up to 9.22 µM), without a hit: at the highest dose activation, negative = inhibition, actives largely listed as activators. 320,000 tested, 2.8% active. AID 485297; also: potency is read from the fitted curve at half-maximal effect; % of control where 0% means no effect; nearly all actives have a fitted effect of over 60% in size
#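 Luminescence from Amplite-detected luciferase (10 minutes, ambient) reports Rab9 promoter activation. Before that, stable Rab9-luciferase Huh7 cells (1500/well, reduced-serum OP-MEM I plus 10% FBS) were exposed to compound for 24 hours at 37C.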
# Giardia kill = kills Giardia lamblia. Giardia lamblia trophozoite viability. activity change, % at 7.66 µM, hits read low. 340,000 tested, 0.15% active; in the data active = activity change below about -80%; inconclusive = between about -30% and that limit;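 also: parasites exposed to compound for two days anaerobically before the ATP read; % is scaled to controls: 0 for no effect and ±100 for the full control effect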
#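 Each well holds 100 Giardia trophozoites and compound. After two days (48 hrs) at 37 deg C in anaerobic conditions, ATP is quantified by luminescence.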
# NPC1 prom act = activates the NPC1 promoter; Huh7 NPC1 promoter luciferase reporter, 24 h; Potency, µM (series often up to 9.22 µM), inactives show top-dose activation, actives largely listed as activators; 320,000 tested, 2.4% active;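 also: potency is read from the fitted curve at half-maximal effect; % of control where 0% means no effect; nearly all actives have a fitted effect of over 60% in size; reporter is driven by a mutant NPC1 promoter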
#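 Quantitative HTS used a cell-based reporter: Huh7 cells stably bearing the NPC1 promoter upstream of luciferase were treated with compounds for 24 h, and promoter activation was read as luminescence.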
# FLuc counter = firefly luciferase modulation, counter-screen for miR-21 project; Potency, µM (series often up to 57.5 µM), for the others: at the highest dose activity change, negative = inhibition, hits mostly inhibitors; 360,000 tested, 6.9% active; purified FLuc, Km substrates, luminescence inhibition; AID 588342;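 also: potency is read from the fitted curve at half-maximal effect; plate controls were vehicle for no effect and reference inhibitor for full effect; nearly all actives have a fitted effect of over 55% in size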
#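 Purified P. pyralis luciferase, 10 nM final, with Km-level 10 uM D-luciferin and 10 uM ATP in 50 mM Tris acetate pH 7.5, 10 mM Mg acetate, 0.01% Tween-20, 0.05% BSA; 6-point qHTS titration about 60 µM downward; luminescence read.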
# ELG1 genotoxic = inducers of genotoxicity in HEK293T ELG1-luciferase cells. Potency, µM (highest dose often 46 µM), for inactives: at the top dose activity change, positive = activation, actives largely listed as activators. HEK293T ELG1-luciferase reporter, luminescence, 16 h. 330,000 tested, 1.3% active; also: potency is read from the fitted curve at half-maximal effect; % of control where 0% means no effect; nearly all actives have a fitted effect of over 60% in size
#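 After overnight (16 hr) compound treatment at 37 °C, ELG1-luciferase HEK293T cells were lysed with ONE-Glo; luminescence quantified 30 min later at room temperature.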
# Starred values were filed as active, the others as inactive; ? = inconclusive; · = not tested or not shown; & = joins results of further samples; [ ] = remark or other dose. Unless noted, calls follow the shape of the dose curve; as a rule, active = well fitted curve in the direction sought with a large enough effect; inconclusive = small, poorly fitted or top-dose-only effect, or another doubt; inactive = no such curve, though single readings can be large; an effect the other way counts as inactive or inconclusive. Not all compounds are listed. The share of hits here may be higher or lower than overall.
SMILES,VP16 counter,PKM2 activator,BRCA1 expr up,RORgamma inh,Menin-MLL TR inh,p53 reactivation,Rab9 prom act,Giardia kill,NPC1 prom act,FLuc counter,ELG1 genotoxic
COC(=O)N/N=C\c1ccc(OC(=O)c2ccco2)cc1,8%,-5%,8%,11%,-2%,1%,-2%,-8,4%,?,-1%
COc1ccc(OCC(=O)N/N=C2\CCc3ccccc32)cc1,6%,-1%,58%,?,-7%,14%,7%,-13,2%,19µM*,?
Cc1ccc(S(=O)(=O)CCc2ccncc2)cc1,-9%,11%,4%,35%,-11%,0%,0%,-11,-6%,3%,-10%
Cc1cccc(OCC(=O)Nc2ccc(S(=O)(=O)N3CCN(C)CC3)cc2)c1,7%,-20%,18%,28%,5%,-11%,0%,52[activator],-5%,-1%,2%
O=C(Nc1ccccn1)C1CCN(S(=O)(=O)c2ccc(Cl)cc2)CC1,·,·,40%,·,·,3%,2%,43[activator],7%,-18%,-2%
COc1ccc(-c2nnc(SCc3nnc(-c4cccs4)o3)n2CC2CCCO2)cc1 (stereo not drawn),-5%,-1%,5%,9%,-15%,-5%,-2%,4,1%,-1%,1%
CC(=O)c1cccc(NC(=O)NCCc2ccc(Cl)cc2)c1,1%,-6%,59%,31%,10%,-8%,10%,-2,3%,?,-4%
O=C(Nc1ccc(Cl)cc1)N(Cc1nc2ccccc2c(=O)[nH]1)Cc1cccs1,?,3%,-50%,?,-7%,17%,0%,-13,-1%,-11%,-10%
CCOc1ccc(NC(=O)C(C)N2C(=O)c3ccccc3S2(=O)=O)cc1 (stereo not drawn),·,·,-6%,·,·,4%,0%,9,1%,0%,-1%
CC(/C=C/c1ccco1)=N\NC(=O)c1cccnc1,2%,?,12%,12%,5%,6%,2%,-4,5%,-5%,9%
Cc1ccc(-c2csc3ncnc(Oc4ccc5c(C)cc(=O)oc5c4)c23)cc1,-13%,-18%,-56%,22%,-1%,-20%,-6%,9,-2%,1%,0%
CN(C)CCN(C(=O)/C=C/c1cccs1)c1nc2ccc(Br)cc2s1,-18%,·,-4%,-32%,9%,-1%,1%,-7,-5%,2%,-2%[9.26 µM]
O=C(O)CSCC(=O)Nc1ccc(C(=O)O)cc1,-3%,-8%,-5%,-1%,-5%,0%,-1%,-24,3%,0%,4%
CC1Cc2ccccc2N1S(=O)(=O)c1cnc(Cl)c(Cl)c1 (stereo not drawn),-15%,-13%,-65%,-5%,·,·,10%,7,0%,1%,·
COc1ccc(C(NC(=O)CNC(C)=O)C(=O)Nc2ccc(C(C)C)cc2)cc1 (stereo not drawn),-5%,1%,-24%,?,3%,-6%,-6%,1,-2%,0%,-1%
FC(F)(F)c1ccccc1NC(=S)NC1CCN(Cc2ccccc2)CC1,1%,?,-1%,-15%,0%,5%,-8%,-4,-12%,2%,-10%
CCc1ccc(N2CC(C(=O)N/N=C/c3cc([N+](=O)[O-])ccc3O)CC2=O)cc1 (stereo not drawn),10µM*,-3%,-73%,4.5µM*,?,0%,3%,19,-6%,?,11%
CN(Cc1ccccc1)CC(O)COc1ccc(CNCCc2ccncc2)cc1 (stereo not drawn),-1%,1%,2%,-24%,?,-1%,-4%,1,-13%,-1%,0%
Cc1ccc2cc(/C=C(\C#N)C(N)=O)c(N3CCCCC3)nc2c1,-1%,-2%,-12%,-42%,11%,1%,-2%,8,-4%,-1%,1%
CCC1CCCCN1C(=O)C1CC(c2cc(Cl)c(OC)cc2OC)=NO1 (stereo not drawn),5%,1%,-35%,19%,17%,-4%,1%,6,-5%,2%,0%
C/C(=N\NC(=O)c1cccc(N/N=C(\C)c2ccco2)c1)c1ccco1,-4%,6%,90%,2%,?,15%,?,-9,16%,13µM*,12%
O=C(CC1(CC(=O)N2CCOCC2)CCCC1)Nc1ccccc1,·,·,-4%,·,·,-2%,0%,-1,1%,9%,2%
Cc1ccc(S(=O)(=O)N/N=C/c2c(F)cccc2Cl)cc1,-5%,4%,-12%,5%[10 µM],4%,-5%,3%,16,0%,1%,-2%
O=C(Cc1cc(=O)[nH][nH]1)N/N=C/c1cccc2ccccc12,-4%,5%,1%,8%,14%,-4%,-9%,6,-6%,-12%,1%
Cc1ccc(NC(=O)COC(=O)CN2C(=O)c3ccccc3C2=O)cc1,·,·,1%,·,·,-9%,-2%,9,-4%,3%,1%
C=CCc1cccc2cc(C(=O)NC)c(=O)oc12,9%,1%,10%,1%,0%,0%,-3%,7,1%,-1%,5%
Cc1cc(C)c2c(N=NN3CCOCC3)[nH]nc2n1,?,-4%,11%,35%,-3%,10%,0%,5,10%,-17%,0%
O=S(=O)(c1ccccc1C(F)(F)F)N1CCOCC1,-4%,-10%,2%,12%,2%,-20%,-3%,2,0%,0%,-3%
O=C(NNC(=O)c1cccc(-n2cnnn2)c1)c1ccccc1,5%[10 µM],-1%,6%,0%,-9%,4%,-1%,-1,-2%,1%,15%
CCN(C(=O)Cc1nc(N)n[nH]1)C1(C(=O)Nc2ccccc2)CCCCC1,-6%,-3%,-5%,-2%,0%,-5%,-5%,2,-6%,1%,-7%
C=CCc1ccc(OCC(O)CN2CCN(Cc3ccccc3)CC2)c(OC)c1 (stereo not drawn),-10%,-6%,-1%,-4%,-30%,12%,-1%,8,0%,-1%,-5%
CCOc1ccc(/C=C/c2nc(C#N)c(NCCCN(C)C)o2)cc1,15%,-5%[11.5 µM],24%,24%,3%,·,9%,29,2%,-1%&2%,4%
CCc1ccc(NC(=O)c2cnc3scc(C)n3c2=O)cc1,?,-6%,1%,-2%,22%,15%,4.5µM*,16,?,?,18µM*
Nc1cccc2c1C(=O)N(C(=O)c1cccc(S(=O)(=O)N3CCCC3)c1)C2=O,-1%,21%,-2%,3%,-17%,-4%,5%,1,-2%,3%,10%
CCOC(=O)/C=C/C(=O)OCC(=O)Nc1ccc(Cl)cn1,-9%,-4%,-8%,5%,-11%,?,14%,3,5%,2%,-3%
CCc1ccc(NC(=O)CSc2nnc(CNC(=O)c3ccco3)o2)cc1,0%,·,5%,-5%,10%,10%,4%,0,1%,1%,-2%[9.26 µM]
O=S(=O)(c1ccc(Cl)cc1)N1CCN=C1SCc1cccc(Cl)c1,-5%,12%,-72%,-3%,2%,3%,-3%,9,-2%,1%,-5%
Cc1ccc(O)c(NC(=O)COc2cc(C)ccc2C)c1,5%,0%,3%,-1%,·,6%,-24%,-11,-17%,-4%,4%
CCOC(=O)c1cc2sc(C)cc2n1CC(=O)N1CCOCC1,-12%,5%,0%,2%,-19%,-5%,13%,-8,2%,1%,-5%
O=C(c1cccn2c(=O)c3ccc(Cl)cc3nc12)N1CCN(Cc2ccc3c(c2)OCO3)CC1,-8%,-2%,-13%,-4%,11%,2%,-5%,38[activator],-4%,0%,2%
COc1ccc(/C=C/C(=O)NCCSCc2ccco2)cc1,-5%,3%,1%,24%,21%,?,-1%,6,-1%,17µM*,3%
CCCCN(C)CCCNC(=O)Cn1c(=O)sc2ccccc21,·,-4%,0%,-29%[0.365 µM],19%,-11%,-5%,7,-3%,-1%,-6%
Cc1ccc(N2C(=O)C3NN=C(C(=O)OCc4ccccc4)C3C2=O)cc1 (stereo not drawn),-10%,0%,1%,1%,2%,-2%,-14%,7,-4%,-1%,3%
CCCNC(=O)CCn1nc(-c2ccccc2)c2ccccc2c1=O,-5%,·,5%,5%,?,-5%,-3%[1.84 µM],24,-3%,-1%&0%,0%
Cc1csc2ncc(C(=O)NC(C)c3ccccc3)c(=O)n12 (stereo not drawn),0%,-1%,-8%,39%,-9%,0%,0%,-1,0%,2%,15%
c1ccc(CN2CCN(CCOCCOc3cccc4ccccc34)CC2)cc1,-14%,-2%,-26%,-8%,?,-1%,-13%,-5,-1%,-13%,-4%
COc1cccc(-n2nnnc2SCC(=O)Nc2cccc(C)n2)c1,18%,6%,0%,18%,-3%,-8%,5%,-7,2%,0%,-1%
Cc1nc(N)sc1-c1nnc(SCC(=O)Nc2ccccc2C(F)(F)F)n1C,-3%,5%,-1%,11%,1%,-4%,-8%,-2,-2%,2%,-4%
CCOC(=O)c1sc2nc(C)cc(-c3ccccc3)c2c1N,-3%,-3%,-47%,-18%,27%,-6%,-17%,-13,-6%,1%,2%
O=C(N/N=C/c1cccnc1)c1cccc(S(=O)(=O)N2CCCC2)c1,5%,2%,0%,17%,2%,-3%,-9%,7,-1%,0%,-2%

# Screening data deposited in PubChem by National Center for Advancing Translational Sciences (NCATS).
